High-throughput results (PubChem BioAssay)
CaV13 FRET inh: Primary screen for inhibitors of IQ motif and Ca2+-dependent inactivation inhibitor domain binding in CACNA1D, Förster resonance energy transfer in living cells, …; AID 743397; HEK cells, CFP/YFP FRET ICDI-IQ, plate reader, 10 min; percent FRET-ratio fall versus neutral wells; hit rate 0.098% among 340,000; inhibition, % at 12.3 µM;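 active = mean replicate inhibition of at least 30% and at least 1% of replicates passing that level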;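 also: 0% = median of the neutral control wells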
Exocytosis inh: blocks lytic granule exocytosis. TALL-104 LAMP-1 surface exposure, flow cytometry; cells stimulated with thapsigargin and PMA. inhibition, % at 10 µM. hit rate 0.66% among 360,000;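 active = inhibition above about 55%, limit read from the data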
Vif inh: blocks HIV Vif function; HEK293T cells, Vif self-association by quenched fluorescence, imaging, 24 h; inhibition, % at 7.49 µM; hit rate 0.35% among 340,000; in the data active = inhibition above about 50%, passing the limit was not always enough; also: some results filed as inactive read as strong as hits
HIF-2a block: HIF-2a inhibition; 786-0 RCC cells HIF-2a reporter, luciferase luminescence, overnight; inhibition, % at 18.8 µM; hit rate 0.72% among 360,000; AID 624352;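 active = inhibition of the luminescence signal of 40% or more relative to plate controls, in a single-dose primary screen at 18.75 µM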
iPSC survival up: enhancers of human iPSC single-cell survival; hiPSC single-cell survival, ATPlite luminescence; 100% = ROCK inhibitor wells, 0% = DMSO; survival enhancement, % at 20 µM; hit rate 0.044% among 360,000; in the data active = survival enhancement above about 18%;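 also: cells exposed to compounds for 16 hours before the ATP read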
PDI turbidity: PDI (human) enzyme inhibition | P07237 | PDI insulin aggregation turbidity, A650, 90 min | inhibition, % at 10 µM | hit rate 0.052% among 350,000 | AID 588391;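 active = mean inhibition across replicates of 30% or more, whatever share of single replicates reach that level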;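 also: absorbance from insulin aggregation driven by PDI reduction with DTT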
Target sequence (P07237 whole entry, looked up): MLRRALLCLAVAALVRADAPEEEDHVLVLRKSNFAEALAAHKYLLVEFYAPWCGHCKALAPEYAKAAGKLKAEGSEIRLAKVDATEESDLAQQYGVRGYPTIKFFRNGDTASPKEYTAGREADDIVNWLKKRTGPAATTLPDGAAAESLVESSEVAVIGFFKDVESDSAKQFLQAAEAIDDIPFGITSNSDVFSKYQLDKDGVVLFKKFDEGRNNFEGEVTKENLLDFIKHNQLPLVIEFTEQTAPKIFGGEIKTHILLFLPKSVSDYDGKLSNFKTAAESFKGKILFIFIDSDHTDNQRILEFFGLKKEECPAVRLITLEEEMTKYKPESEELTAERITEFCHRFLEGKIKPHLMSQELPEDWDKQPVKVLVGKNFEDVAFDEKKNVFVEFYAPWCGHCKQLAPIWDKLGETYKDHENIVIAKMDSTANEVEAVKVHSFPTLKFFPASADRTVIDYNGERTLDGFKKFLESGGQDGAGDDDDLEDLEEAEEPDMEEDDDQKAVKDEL
Peg3 promoter: inhibitors of Peg3 promoter; HeLa PEG-Prom luciferase reporter, luminescence, overnight; inhibition, % at 20 µM; hit rate 1.7% among 360,000; AID 588405;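 active = inhibition of at least 50% at 20 µM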
aDG glyco up: alpha-DG glycosylation activation; Pro5-aDG cells, alpha-DG glycosylation AlphaScreen (IIH6); 0% Pro5, 100% B10-LARGE cell signal; activation, % at 10 µM; hit rate 0.22% among 360,000; AID 624168;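 active = activation of at least 8% versus controls, or a plate z-score of at least 8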;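 also: Pro5 are CHO cells carrying HIG-tagged alpha-DG that lacks glycosylation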
TRPM1 prom inh: inhibitors of MITF-driven TRPM1 promoter in melanoma cells; SK-MEL-5 TRPM1 promoter luciferase, 24 h; hit rate 0.83% among 330,000; AID 488899; inhibition, % at 12.5 µM;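 active = mean inhibition across replicates of 60% or more, whatever share of single replicates reaches that level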; also: values of inactives mirror those of a sister screen read the other way
NR2E3 ag-1: human photoreceptor-specific nuclear receptor agonism; hit rate 0.35% among 360,000; Q9Y5X4; AID 602229; inhibition of corepressor binding, % at 3.98 µM; CHO-S Gal4-NCOR/VP16-NR2E3 two-hybrid, luciferase;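 active = inhibition above the mean of all tested compounds plus 3 SD, cut at about 70% in these data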;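 also: 0% = DMSO with NR2E3 transfected cells and 100% = cells lacking NR2E3 construct; higher means lower luciferase signal from less NR2E3 corepressor binding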
Target sequence (Q9Y5X4 whole entry, looked up, the tested form may be a part): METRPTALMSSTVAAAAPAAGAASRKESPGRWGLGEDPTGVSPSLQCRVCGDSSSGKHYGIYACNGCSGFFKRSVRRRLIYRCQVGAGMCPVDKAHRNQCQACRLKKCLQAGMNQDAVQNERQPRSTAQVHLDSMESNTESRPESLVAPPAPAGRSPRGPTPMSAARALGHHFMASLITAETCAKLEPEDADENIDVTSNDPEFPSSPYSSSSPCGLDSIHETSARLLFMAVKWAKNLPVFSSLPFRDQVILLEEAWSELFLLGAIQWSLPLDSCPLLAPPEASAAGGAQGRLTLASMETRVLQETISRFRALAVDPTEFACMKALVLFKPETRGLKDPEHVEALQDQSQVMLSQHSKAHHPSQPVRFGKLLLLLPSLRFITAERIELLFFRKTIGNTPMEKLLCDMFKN
NR2E3 ag-2: agonists of human nuclear receptor NR2E3; AID 2300; hit rate 0.12% among 320,000; GST-NR2E3/biotin-RetCOR TR-FRET, 1536-well; Q9Y5X4; inhibition of corepressor binding, % at 4.78 µM;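 active = percent inhibition above the cutoff of mean plus 3 SD of all tested compounds, set per screening campaign, cut at about 20% in these data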;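 also: 0% = DMSO wells and 100% = biotin wells as full block of FRET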
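system = GST-tagged NR2E3 plus biotinylated RetCOR corepressor | input = 1.35 nM GST-NR2E3 | also added = 7 nM biotin-RetCOR | schedule = 5 h incubation at 4 °C | measured by = TR-FRET with europium anti-GST and streptavidin-D2, 340 nm excitation | read-out = percent loss of FRET ratio relative to control wells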
The depositor's hits bear a star; nt = not tested or not shown; & = joins results of further samples.

no.	SMILES	CaV13 FRET inh	Exocytosis inh	Vif inh	HIF-2a block	iPSC survival up	PDI turbidity
1	O=Cc1cn[nH]c1-c1cccc([N+](=O)[O-])c1	18	2	-3	15	-3.5	7
2	COc1ccc(S(=O)(=O)CCC(=O)NC2CCCCC2)cc1	0	2	-9	7	1.5	0
3	O=C(CN1CCN(Cc2ccccc2)CC1)Nc1ccc(S(=O)(=O)N2CCOCC2)cc1	-5	7	-4	12	-0.9	13
4	CCN(CC)CCNC(=O)c1cc(-c2ccco2)nc2ccccc12	-6	-1	-8	10	-0.2	12
5	COc1ccc(S(=O)(=O)CC2(O)CCN(C(=O)C(C)(C)C)CC2)cc1	6	-1	-5	6	-0.1	-7
6	CCc1nc(NCc2cccs2)c2nnn(Cc3ccccc3)c2n1	-4	6	-3	5	0.4	-34
7	Cc1ccc(N(CC(=O)N2CCn3c2nc2ccccc23)S(=O)(=O)c2c(C)n[nH]c2C)cc1	-5	-3	-7	9	2.5	-1
8	O=C(Cn1cnc2c(nnn2Cc2ccccc2F)c1=O)OCc1ccccc1	-5	2	nt	2	-3.0	4
9	O=C(c1cccc(Br)c1)c1cn(-c2ccccc2)nc1C(=O)c1ccccc1	-6	-2	3	15	-1.3	3
10	O=C(NC(=S)Nc1ccc(N2CCOCC2)cc1)c1ccccc1	-5	-2	2	-184	-1.9	-1
11	CC(=O)Nc1ccc(S(=O)(=O)N[C@@H](C)C(=O)OCc2ccc(Cl)cc2)cc1	-4	1	6	7	-0.3	-7
12	O=C(c1ccc(N2CCOCC2)cc1[N+](=O)[O-])N1CCOCC1	2	-1	-1	18	0.5	14
13	Cc1ccc2nc(-c3cccc(Cl)c3)c(Cc3cccc(F)c3)n2c1	-6	6	nt	-186	0.5	nt
14	Cc1ccc(S(=O)(=O)N/N=C/c2cc([N+](=O)[O-])ccc2O)cc1[N+](=O)[O-]	-4	1	2	3	-0.4	-2
15	COc1ccc(C(OC(=O)c2ccco2)C(=O)NC(C)(C)C)cc1 (stereo not given)	4	-1	25	9	-0.1	1

no.	Peg3 promoter	aDG glyco up	TRPM1 prom inh	NR2E3 ag-1	NR2E3 ag-2
1	12	0.0	-5	10	-4
2	11	-0.2	-1	1	5
3	5	-0.4	-5	-6	2
4	13	-0.1	-5	-9	4
5	4	0.0	2	-21	-1
6	-11	-0.1	nt	-5	nt
7	7	0.4	10	17	3
8	13	-0.2	-2	-9	-4
9	9	0.0	-7	-5	1
10	-173	0.1	-12	-34	1
11	2	-0.3	12	-7	0
12	-9	0.1	-1	5	6
13	nt	0.3	nt	-75	nt
14	2	-0.3	-19	-14	0
15	-5	0.4	2	3	1

An excerpt from above, reduced to Exocytosis inh, NR2E3 ag-2 and NR2E3 ag-1.
item	SMILES	Exocytosis inh	NR2E3 ag-2	NR2E3 ag-1
6	CCc1nc(NCc2cccs2)c2nnn(Cc3ccccc3)c2n1	6	nt	-5
7	Cc1ccc(N(CC(=O)N2CCn3c2nc2ccccc23)S(=O)(=O)c2c(C)n[nH]c2C)cc1	-3	3	17
8	O=C(Cn1cnc2c(nnn2Cc2ccccc2F)c1=O)OCc1ccccc1	2	-4	-9
9	O=C(c1cccc(Br)c1)c1cn(-c2ccccc2)nc1C(=O)c1ccccc1	-2	1	-5
10	O=C(NC(=S)Nc1ccc(N2CCOCC2)cc1)c1ccccc1	-2	1	-34
11	CC(=O)Nc1ccc(S(=O)(=O)N[C@@H](C)C(=O)OCc2ccc(Cl)cc2)cc1	1	0	-7

More structures follow.
no.	SMILES	CaV13 FRET inh	Exocytosis inh	Vif inh	HIF-2a block	iPSC survival up	PDI turbidity
16	O=C(COC(=O)CCCN=C1NS(=O)(=O)c2ccccc21)NC(=O)NC1CCCC1	2	-5	-4	11	-0.5	5
17	CCC(=O)c1ccc(CCCCCC(=O)O)s1	nt	0	-5	-37	2.1	-4
18	CO/N=C(/CS(=O)Cc1ccccc1Cl)c1ccc(Cl)cc1Cl (stereo not given)	-8	-6	-7	4	0.4	-4
19	O=C(NCCOc1ccccc1)c1ccccc1	-9	6	2	-94	-0.6	1
20	COc1ccccc1C(=O)NNC(=O)Cc1ccccc1	-4	-19	-10	-14	-0.4	-3
21	CCCCC1OC23CCCCC2C(C#N)(C(=N)O3)C1(C#N)C#N (stereo not given)	-7	0	2	20	-0.5	-5
22	O=C(c1cccs1)N1CCN(C(=O)C2CCCO2)CC1 (stereo not given)	-7	-4	19	-12	-0.2	8
23	CN1CCN(c2ccc(CNC(=O)C3(C)Cc4c(-c5ccc(C(N)=O)cc5)ccnc4O3)cc2)CC1 (stereo not given)	-10	-2	1	20	-1.6	0
24	CCOC(CNC(=O)C(=O)NCC(c1ccco1)N1CCN(c2ccc(OC)cc2)CC1)OCC (stereo not given)	-3	-2	-11	-1	-0.5	1
25	COc1ccccc1N(C)S(=O)(=O)c1ccc(C)c(C(=O)NCc2ccccn2)c1	-6	0	-2	-5	-0.2	-2
26	CC(Oc1ccc(Cl)cc1Cl)C(=O)Nc1ccc(N2CCN(C)CC2)cc1 (stereo not given)	-5	1	7	5	-1.5	3
27	CC(C)(C(=O)N1CCC1(C)C(=O)NS(=O)(=O)c1ccc(Cl)s1)c1ccccc1 (stereo not given)	-6	3	-2	10	-2.5	-9
28	COc1ccc(S(=O)(=O)/C(C#N)=C/Nc2cccc(OC)c2)cc1	-19	-1	nt	19	-0.3	3
29	CSc1nc(-c2ccco2)nn1C(=O)CCc1ccccc1	-4	1	9	15	-2.5	6
30	Cn1c(=O)c2c(nc(SCC(=O)N3CCCCCC3)n2C)n(C)c1=O	-6	-4	4	14	1.5	10

no.	Peg3 promoter	aDG glyco up	TRPM1 prom inh	NR2E3 ag-1	NR2E3 ag-2
16	6	-0.1	3	5	-1
17	-40	-0.1	-2	-52	3
18	8	0.1	-11	-2	-1
19	-140	0.5	-70	-130	-1
20	-14	0.1	10	-21	6
21	13	0.1	1	-22	-2
22	6	-0.1	-12	-10	-5
23	-21	0.1	nt	-23	nt
24	6	0.0	-2	-1	2
25	18	0.3	-8	-43	2
26	20	5.2	-16	7	1
27	8	0.0	nt	-12	nt
28	-6	0.1	3	-11	0
29	6	-0.1	-13	-1	0
30	6	0.2	1	2	2

Next compounds follow:
no.	SMILES	CaV13 FRET inh	Exocytosis inh	Vif inh	HIF-2a block	iPSC survival up	PDI turbidity
31	O=C(COc1ccc(S(=O)(=O)Nc2ccccc2)cc1)N1CCOCC1	0	0	4	8	7.1	-1
32	O=C(c1ccc(S(=O)(=O)N2CCCCC2)cc1)N(c1ccccn1)C1CCCCC1	-2	-2	-3	11	-0.6	2
33	CCOc1ccc(CN(C)C(=O)CNC(=O)c2cc(OC)c(OC)c(OC)c2)cc1	-14	-1	-2	9	-0.5	-3
34	COc1ccc([C@H](C)NC[C@H](O)c2ccc(O)c(NC=O)c2)cc1	nt	-2	48	21	-1.1	13
35	CCc1ccc(S(=O)(=O)n2c(C)nc3ccccc32)cc1	-4	5	-1	18	0.2	15
36	O=C(NCc1ccco1)c1cc(-c2cccs2)on1	-8	4	2	-330	-0.8	0
37	Nc1cccc2c1C(=O)N(C(=O)/C=C/c1cccc(Br)c1)C2=O	-7	22	11	12	-0.6	-4
38	Cc1ccccc1NC(=S)N(CCN(C)C)C(C)c1cccnc1 (stereo not given)	-3	6	-10	13	-0.4	7
39	N/C(=N\N=C\c1cccc([N+](=O)[O-])c1)c1nonc1N	-5	-3	-6	-264	0.1	-5
40	COc1ccccc1C(=O)C1Nc2ccccc2-c2nnc(SC)nc2O1 (stereo not given)	-3	0	-4	-6	-1.3	-2
41	NC(=O)c1cccc2cc3ccccc3cc12	-14	2	-2	-15	-0.8	2
42	O=C(NCCCN1CCOCC1)C1CCC(=O)N1CCc1ccccc1 (stereo not given)	-6	-2	nt	10	1.1	-11
43	C[C@H]1CN([C@@H](C)CO)C(=O)c2cccc(NC(=O)c3cnccn3)c2O[C@@H]1CN(C)C(=O)Nc1ccc2c(c1)OCO2	-4	0	-6	-11	4.0	-5
44	O=C(NCc1ccccc1Br)c1ccco1	-3	-8	13	2	-1.4	-3
45	O=C(NC(=S)Nc1cnc2ccccc2c1)c1ccccc1	-5	0	-1	-256	1.7	0
46	COc1ccc(S(=O)(=O)N2CCN(C3CCCCCCC3)CC2)cc1	-4&-4	0&4	7&0	21&11	-0.6&0.1	0&2
47	COc1ccc(C(=O)N2CCN(CCc3ccccn3)CC2)cc1	-9	4	1	3	-0.6	6
48	O=C(O)c1ccc(S(=O)(=O)NC2CC2)cc1	-6	0	-11	6	-0.6	-9

no.	Peg3 promoter	aDG glyco up	TRPM1 prom inh	NR2E3 ag-1	NR2E3 ag-2
31	19	-0.1	-9	8	3
32	21	0.0	-2	-9	-2
33	15	-0.3	8	2	-1
34	12	0.0	4	-6	1
35	14	-0.1	-1	-15	1
36	-182	-0.3	-3	-75	-1
37	54*	0.2	27	-5	nt
38	-1	0.0	15	8	1
39	-168	2.9	nt	-105	-2
40	19	0.2	9	-35	0
41	-7	0.2	-7	-2	-11
42	-1	1.0	nt	-11	0
43	-19	-0.2	20	7	nt
44	6	-0.2	-1	10	3
45	-260	-0.3	-52	-118	-1
46	11&17	0.1&-0.3	-14&-3	6&0	1
47	-2	0.2	4	7	0
48	2	0.3	2	-16	1

Reprinted from the results shown (6 entries):
no.	SMILES	CaV13 FRET inh	Exocytosis inh	Vif inh	HIF-2a block	iPSC survival up	PDI turbidity
43	C[C@H]1CN([C@@H](C)CO)C(=O)c2cccc(NC(=O)c3cnccn3)c2O[C@@H]1CN(C)C(=O)Nc1ccc2c(c1)OCO2	-4	0	-6	-11	4.0	-5
44	O=C(NCc1ccccc1Br)c1ccco1	-3	-8	13	2	-1.4	-3
45	O=C(NC(=S)Nc1cnc2ccccc2c1)c1ccccc1	-5	0	-1	-256	1.7	0
46	COc1ccc(S(=O)(=O)N2CCN(C3CCCCCCC3)CC2)cc1	-4&-4	0&4	7&0	21&11	-0.6&0.1	0&2
47	COc1ccc(C(=O)N2CCN(CCc3ccccn3)CC2)cc1	-9	4	1	3	-0.6	6
48	O=C(O)c1ccc(S(=O)(=O)NC2CC2)cc1	-6	0	-11	6	-0.6	-9

no.	Peg3 promoter	aDG glyco up	TRPM1 prom inh	NR2E3 ag-1	NR2E3 ag-2
43	-19	-0.2	20	7	nt
44	6	-0.2	-1	10	3
45	-260	-0.3	-52	-118	-1
46	11&17	0.1&-0.3	-14&-3	6&0	1
47	-2	0.2	4	7	0
48	2	0.3	2	-16	1
